Compound activity deposited in PubChem BioAssay by National Center for Advancing Translational Sciences (NCATS).
PKM2 activator = qHTS Assay for Activators of Human Muscle isoform 2 Pyruvate Kinase; Pyruvate kinase PKM (Homo sapiens), P14618; purified PKM2, Kinase-Glo ATP luminescence, activation; response scale: 0% is enzyme alone, no compound; Potency, µM (titrated, usually from 57.5 µM), for the others: at the highest dose activation, usual class: activators; hit rate 0.34% among 260,000; AID 1631, 2009; also: potency is read from the fitted curve at half-maximal effect; % is scaled to controls: 0 for no effect and ±100 for the full control effect; nearly all actives have a fitted effect of over 55% in size
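Kinase-Glo luminescence reports ATP generated from ADP (0.1 mM) and PEP (0.5 mM) by purified hPK-M2 after 1 h at room temperature, pH 7.2 imidazole buffer; intermediate enzyme activity allows detecting inhibitors and activators.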
FLuc counter = qHTS profiling assay for firefly luciferase inhibitor/activator using purifed enzyme and Km concentrations of substrates (counterscreen for miR-21 project); Luciferin 4-monooxygenase (Photinus pyralis), P08659; purified FLuc, Km substrates, luminescence inhibition; Potency, µM (top dose mostly 57.5 µM), inactives show at the top dose activity change, negative = inhibition, actives largely listed as inhibitors; hit rate 6.9% among 360,000; AID 588342, 2011;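 also: potency is read from the fitted curve at half-maximal effect; plate controls were vehicle for no effect and reference inhibitor for full effect; nearly all actives have a fitted effect of over 55% in size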
Target sequence (P08659 whole entry, looked up): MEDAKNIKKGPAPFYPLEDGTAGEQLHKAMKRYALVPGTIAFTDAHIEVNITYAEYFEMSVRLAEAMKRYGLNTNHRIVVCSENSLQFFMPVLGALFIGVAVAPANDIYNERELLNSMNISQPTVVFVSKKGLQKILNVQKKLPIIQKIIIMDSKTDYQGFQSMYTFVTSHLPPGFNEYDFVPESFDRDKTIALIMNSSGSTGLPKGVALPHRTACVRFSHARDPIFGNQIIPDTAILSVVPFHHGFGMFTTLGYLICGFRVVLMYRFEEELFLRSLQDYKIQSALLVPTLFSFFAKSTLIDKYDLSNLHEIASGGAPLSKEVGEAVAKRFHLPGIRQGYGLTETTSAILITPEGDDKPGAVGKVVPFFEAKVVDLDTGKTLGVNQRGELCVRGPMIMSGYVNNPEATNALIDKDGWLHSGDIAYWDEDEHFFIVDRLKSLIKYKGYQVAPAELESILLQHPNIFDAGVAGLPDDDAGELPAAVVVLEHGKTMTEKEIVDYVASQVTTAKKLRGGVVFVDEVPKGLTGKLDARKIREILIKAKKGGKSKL
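Biochemical qHTS of compounds, final roughly 60 µM downward over six points, against 10 nM purified firefly luciferase using Km concentrations of substrates (10 uM D-luciferin, 10 uM ATP) in Tris acetate pH 7.5 buffer; luminescence output.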
Rab9 prom act = qHTS Assay for Rab9 Promoter Activators | Huh7 Rab9 promoter-luciferase reporter, luminescence, 24 h | Potency, µM (titrated, usually from 9.22 µM), inactives show at the top dose activation, negative = inhibition, hits mostly activators | hit rate 2.8% among 320,000 | AID 485297, 2010; also: potency is read from the fitted curve at half-maximal effect; % of control where 0% means no effect; nearly all actives have a fitted effect of over 60% in size
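Luminescence read-out: Huh7 cells stably expressing Rab9-luciferase, treated 24 h with compound at 37 °C, then lysed with luciferase reagent for 10 min at ambient before reading.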
Menin-MLL TR inh = qHTS Assay for Inhibitors Targeting the Menin-MLL Interaction in MLL Related Leukemias: Competition With Texas Red Labeled MLL-derived Mutant Peptide; Menin + Texas Red MLL mutant peptide, fluorescence polarization; Potency, µM (top dose mostly 61.6 µM), without a hit: at the highest dose FP activity change, negative = inhibition, usual class: inhibitors; hit rate 0.23% among 270,000; AID 1768, 2009; active = well fitted inhibition curve with a large enough effect in the polarisation, with a control signal flat, not every such curve was filed as active; inconclusive = small, poorly fitted or top-dose-only effect, or effect the other way, or a change in a side signal; inactive = no such curve, though single readings can be large or run the other way; the % refers to the polarisation; also: potency is read from the fitted curve at half-maximal effect; % of control where 0% means no effect; many of its hits are not listed in these tables
Target sequence (O00255 whole entry, looked up): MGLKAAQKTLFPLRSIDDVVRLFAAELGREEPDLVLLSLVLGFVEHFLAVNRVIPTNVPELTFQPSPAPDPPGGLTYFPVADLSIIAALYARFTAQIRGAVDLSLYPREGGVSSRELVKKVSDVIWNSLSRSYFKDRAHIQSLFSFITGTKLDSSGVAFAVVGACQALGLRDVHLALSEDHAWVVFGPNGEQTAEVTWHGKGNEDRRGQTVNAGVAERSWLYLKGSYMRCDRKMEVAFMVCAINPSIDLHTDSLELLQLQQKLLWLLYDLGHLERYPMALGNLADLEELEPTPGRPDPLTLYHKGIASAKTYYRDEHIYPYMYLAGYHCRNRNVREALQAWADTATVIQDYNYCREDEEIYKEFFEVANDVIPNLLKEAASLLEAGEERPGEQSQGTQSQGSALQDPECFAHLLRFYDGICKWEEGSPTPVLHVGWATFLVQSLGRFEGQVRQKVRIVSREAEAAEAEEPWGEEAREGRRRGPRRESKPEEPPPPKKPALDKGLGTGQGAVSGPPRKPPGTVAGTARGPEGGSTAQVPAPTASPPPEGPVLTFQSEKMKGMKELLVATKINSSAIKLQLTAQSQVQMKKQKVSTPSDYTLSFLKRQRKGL
MBNL1-CUG inh = qHTS Assay for Inhibitors of MBNL1-poly(CUG) RNA binding; Muscleblind-like protein 1 (Homo sapiens), Q9NR56; TR-FRET MBNL1-His/biotin-(CUG)12 binding, 665/545 ratio; Potency, µM (doses to about 57.5 µM), for the others: at the highest dose activity change, negative = inhibition, usual class: inhibitors; hit rate 0.036% among 280,000; AID 2675, 2010; active = well fitted inhibition curve with a large enough effect in the signal ratio, with a control signal flat, not every such curve was filed as active; inconclusive = small, poorly fitted or top-dose-only effect, or effect the other way, or a change in a side signal; inactive = no such curve, though single readings can be large or run the other way; the % refers to the signal ratio; also: potency is read from the fitted curve at half-maximal effect; % is scaled to controls: 0 for no effect and ±100 for the full control effect
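Compound titration spanned 92 nM–58 uM against the MBNL1-His/biotin-(CUG)12 complex. After 60 min at room temperature with 5 nM streptavidin-XL665 and 0.055 ng/ul terbium anti-His, ratiometric 665/545 nm emission (Ex 340 nm) normalized to controls.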
RORg inh = qHTS for inhibitors of ROR gamma transcriptional activity. Drosophila S2 Gal4-RORgamma UAS-luciferase reporter, 20 h. Potency, µM (series often up to 53.6 µM), for the others: at the highest dose activity change, negative = inhibition, actives largely listed as inhibitors. hit rate 5.4% among 310,000. Nuclear receptor ROR-gamma (Mus musculus), P51450; also: potency is read from the fitted curve at half-maximal effect; % is scaled to controls: 0 for no effect and ±100 for the full control effect; nearly all actives have a fitted effect of over 60% in size
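Using a luciferase readout, inhibitors were identified by reduced reporter activity in Drosophila cells coexpressing a copper-inducible Gal4–ROR gamma fusion and UAS-driven Photinus luciferase, incubated 20 hr after 700 uM copper sulfate.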
NPC1 prom act = qHTS Assay for NPC1 Promoter Activators; Huh7 NPC1 promoter luciferase reporter, 24 h; Potency, µM (doses to about 9.22 µM), for inactives: at the top dose activation, actives largely listed as activators; hit rate 2.4% among 320,000; AID 485313, 2010;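 also: potency is read from the fitted curve at half-maximal effect; % of control where 0% means no effect; nearly all actives have a fitted effect of over 60% in size; reporter is driven by a mutant NPC1 promoter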
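Readout is luciferase luminescence, reflecting NPC1 promoter activation in stably transfected Huh7 cells after 24 h compound exposure at 37 °C in reduced-serum medium with 10% FBS.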
Mito fusion yeast = qHTS Assay for Small Molecule Inhibitors of Mitochondrial Division or Activators of Mitochondrial Fusion | S. cerevisiae fusion-defective mutant growth rescue, CellTiterGlo 48 h | Potency, µM (highest dose often 46.1 µM), inactives show at the top dose growth rescue (activation), actives largely listed as activators | hit rate 0.23% among 320,000 | AID 485298, 2010;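 also: potency is read from the fitted curve at half-maximal effect; % of control where 0% means no effect; nearly all actives have a fitted effect of over 45% in size; temperature-sensitive fusion mutants such as fzo1-1 at 37 °C on non-fermentable ethanol glycerol medium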
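Compounds are tested for their ability to restore growth of mitochondrial fusion-defective yeast strains at non-permissive 37C in YPEG medium over 48 hours. Viability is quantified by luciferase luminescence.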
VP16 counter = VP16 counterscreen qHTS for inhibitors of ROR gamma transcriptional activity; Drosophila S2 Gal4-VP16 UAS-luciferase, luminescence, 20 h; Potency, µM (titrated, usually from 53.6 µM), without a hit: top-dose activity, negative = inhibition, most hits filed as inhibitors; hit rate 3.5% among 310,000; AID 2546, 2010;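 also: Gal4-VP16 expression switched on by copper sulfate through the metallothionein promoter; potency is read from the fitted curve at half-maximal effect; % is scaled to controls: 0 for no effect and ±100 for the full control effect; nearly all actives have a fitted effect of over 50% in size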
KCNH2 3.1 block = qHTS for Inhibitors of KCHN2 3.1: Mutant qHTS; Potassium voltage-gated channel subfamily H member 2, brain isoform KCNH2 3.1 (human); U2OS KCNH2 3.1, thallium flux FluxOr; active compounds read low; activity change, % (tested at about 1.8 µM); hit rate 0.95% among 340,000;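 active = maximum activity change below -70%; inconclusive = maximum activity change from -70% to -50%; inactive = maximum activity change above -50%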;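 also: thallium influx rate constant from kinetic fluorescence after stimulation buffer; % is scaled to controls: 0 for no effect and ±100 for the full control effect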
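We transduce U2OS cells with the mutant 3.1 virus, culture them overnight, load FluxOr with Red40 quencher for 45 min, then add stimulation buffer and read kinetically for 2 min to derive a normalized rate constant.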
ELG1 repair inh = qHTS screen for small molecules that inhibit ELG1-dependent DNA repair in human embryonic kidney (HEK293T) cells expressing luciferase-tagged ELG1; hit rate 2.3% among 330,000; HEK293T ELG1-luciferase reporter, luminescence, 16 h; DNA damage induced by 5-fluorouridine; Potency, µM (top dose mostly 46.1 µM), for inactives: at the top dose activity change, negative = inhibition, usual class: inhibitors; also: potency is read from the fitted curve at half-maximal effect; % is scaled to controls: 0 for no effect and ±100 for the full control effect; nearly all actives have a fitted effect of over 55% in size
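Step one: seed 2,000 cells per well. Step two: pin-transfer compound or DMSO alongside 5-fluorouridine. Step three: incubate 16 hr, 37 °C, 5% CO2. Step four: add ONE-Glo, wait 30 min, read luminescence.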
* hit, by the source's call; u = inconclusive; x = not tested or not shown; [ ] = another dose, or the depositor's remark. Unless noted, calls follow the shape of the dose curve; as a rule, active = well fitted curve in the direction sought with a large enough effect; inconclusive = small, poorly fitted or top-dose-only effect, or another doubt; inactive = no such curve, though single readings can be large; an effect the other way counts as inactive or inconclusive.

SMILES	PKM2 activator	FLuc counter	Rab9 prom act	Menin-MLL TR inh	MBNL1-CUG inh	RORg inh	NPC1 prom act	Mito fusion yeast	VP16 counter	KCNH2 3.1 block	ELG1 repair inh
Cc1c(CN(C)CCc2ccccc2)c(=O)n(-c2ccccc2)n1C	1%	0%	9%	8%	-8%	1%	1%	-5%	5%	4	9%
C=CCc1ccc(OCCOCCNCCOC)c(OC)c1	0%	1%	0%	u	29%	-18%	u	-4%	-1%	-19	-1%
CCS(=O)(=O)c1ccc2oc(Nc3ccc(C(C)C)cc3)nc2c1	-8%	u	-6%	u	u	24%	-1%	-5%	2%	1	13%
NC(=S)Nc1ccc(F)cc1F	1%	-1%	3%	x	x	1%	2%	-4%	0%	10	-2%
O=C(NCc1ccc2c(c1)OCO2)c1ccc(CN2CCOCC2)cc1	-2%	-1%	0%	6%	-5%	25%[0.365 µM]	14%	-1%	x	1	16%
Cc1cc(C)c2[nH]c(=O)c(C(c3nnnn3C(C)(C)C)N3CCN(C(=O)c4ccco4)CC3)cc2c1 (stereo unspecified)	11µM*	-5%	-11%	1%	3%	13%	-13%	0%	-3%	-5	u
CCOC(=O)NNc1ccc2nonc2c1[N+](=O)[O-]	-1%	-11%	-1%	x	x	-35%	1%	-14%	u	4	u
O=C(COc1cnc2ccccc2n1)NCCC1=CCCCC1	0%	7%	3%	-5%	15%	11%	0%	-3%	1%	-7	7%
CC1CCCCN1C(=O)CCS(=O)(=O)c1cc2c(cc1Cl)NC(=O)CO2 (stereo unspecified)	u	-6%	3%	0%	-7%	-17%	-2%	0%	3%	-18	12%
COCCn1c(C)cc(C(=O)COC(=O)c2ccc[nH]c2=O)c1C	1%	3µM*	u	1%	-7%	4.5µM*	u	-3%	3.5µM*	-6	u
CC(C)c1ccc(NC(=S)NN2CCN(C)CC2)cc1	-1%	6%	-2%	0%	-3%	11µM*	-6%	-12%	14%	-6	-9%
COc1cccc(C(=O)Cn2c(=O)n(CCC(=O)NCC3CCCO3)c(=O)c3cc(OC)c(OC)cc32)c1 (stereo unspecified)	-10%	1%	-3%	-5%	-10%	5%	2%	3%	-10%	5	u
O=C(NC(Cc1ccccc1)C(=O)N1CCN(c2ccccc2O)CC1)c1ccccc1 (stereo unspecified)	x	4%	-2%	x	x	x	-4%	22%	x	-15	u
Cc1cc(-c2ccc(C(=O)O)s2)cnc1N	-15%	12µM*	u	8%	0%	6%	u	-4%	2%	12	u
COc1ccc(CC(=O)NCC(c2ccc(OC)cc2)N(C)C)cc1 (stereo unspecified)	-6%	6%	1%	-7%	x	22%	3%	16%	-1%	5	3%
CCOC(=O)c1cnn2c(C(F)(F)F)cc(-c3ccco3)nc12	1%	5%	-6%	10%	u	14%	0%	4%	-8%	-6	-23%
CCOc1ccc(S(=O)(=O)N2CCOCC2)cc1NC(=O)CCOc1ccc(C(C)(C)C)cc1	x	2%	-14%	x	x	x	-7%	-2%	x	-46	11%
C=CCn1c(CCC(O)COCCC)n[nH]c1=S (stereo unspecified)	-5%	-2%	3%	-12%	-2%	-19%	0%	-8%	3%	-8	6%
OC(CNC1CCCCC1)CN1CCN(CC(O)CNC2CCCCC2)CC1 (stereo unspecified)	-3%	4%[2.3 µM]	14%	10%	2%	2%	1%	-4%	7%	x	5%
CCCN(C(=O)c1cccc(S(=O)(=O)N2CCN(Cc3ccccc3)CC2)c1)C1CCS(=O)(=O)C1 (stereo unspecified)	x	14%	-2%	x	x	x	0%	-12%	x	18	12%
Cc1noc(/C=C/N(C)C)c1S(=O)(=O)N1CCC(C(=O)O)CC1	-5%	6%	-10%	2%	-2%	-22%	-2%	-5%	-2%	2	-4%
COc1ccc2c(C(=O)CN3CCN(c4ccccc4)CC3)c[nH]c2c1	4%	1%	-5%	-8%	6%	-2%	1%	-1%	-3%	-6	u
COc1cc2c(cc1OC)[C@@H](Cc1ccc(OCCC#N)cc1)N(C)CC2	x	-3%	-5%	-8%	1%	-1%	-4%	-5%	-6%	u	-2%
CC(=O)N(/N=C/c1cccc(C)c1)c1nc(-c2ccc(Br)cc2)cs1	5%	0%	9%	4%	-11%	15%	19%	0%	-24%	15	2%
CCC(C)NC(=O)CSc1nc2c(sc3ccccc32)c(=O)n1CCCN1CCOCC1 (stereo unspecified)	-9%	1%	11%	-6%	1%	12%	0%	-3%	4%	-10	0%
SMILES	PKM2 activator	FLuc counter	Rab9 prom act	Menin-MLL TR inh	MBNL1-CUG inh	RORg inh	NPC1 prom act	Mito fusion yeast	VP16 counter	KCNH2 3.1 block	ELG1 repair inh
Cc1ccc(SC(C)C(=O)Nc2ccncc2)cc1 (stereo unspecified)	1%	4%	-3%	-2%	-3%	18%	0%	10%	u	-13	u
O=C(NNC(=S)NC(=O)c1ccccc1[N+](=O)[O-])c1ccccc1Cl	6%	-1%	1%	3%	u	-38%	-5%	-5%	23%	1	-9%
S=c1[nH]nc(C2CCCCC2)n1/N=C/c1ccncc1	1%	-3%	16%	-8%	-8%	u	23%	-8%	-14%	7	1.2µM*
COc1cccc(OCC(=O)NNC(=O)c2ccc(-c3ccccc3)cc2)c1	-17%	-1%	-1%	x	-6%	-13%	3%	1%	4%	-1	8%
COc1ccc(-c2nnc(-c3ccccc3O)o2)cc1	x	2.4µM*	u	17%	2%	u	u	0%	13µM*	3	u
Cn1c(=O)oc2cc(S(=O)(=O)N3CCCC(C(=O)Nc4ccc5c(c4)OCCO5)C3)ccc21 (stereo unspecified)	-19%	-10%	7%	4%[11.7 µM]	-16%	10%	0%	2%	-4%	7	-1%
C=Cc1ccc(CN2CCCN(Cc3ccc(Cl)cc3)S2(=O)=O)cc1	x	-2%	2%	-18%	-11%	-17%	-5%	0%	15%	-10	15%
CC(OC(=O)c1ccco1)C(=O)Nc1ncc(Cl)cc1Cl (stereo unspecified)	x	-2%	-6%	x	x	x	-3%	-4%	x	-9	-5%
CCN(CC(=O)Nc1ccc2c(c1)OCCO2)S(=O)(=O)c1cccs1	1%	u	1%	7%	-3%	-8%	13%	12%	-18%	-5	29%
COc1ccc(-c2nc3ccccc3[nH]2)cc1	-75%	0.67µM*	0.63µM*	-3%	1%	7.9µM*	0.5µM*	-11%	8.9µM*	2	u
Cc1cc(OC(=O)c2ccco2)c2c(C)cc(=O)oc2c1	0%	-1%	x	12%	-8%	27%	x	-3%	0%	3	x
Cc1cccc(OCCC(=O)NCC(c2ccco2)N2CCCCC2)c1 (stereo unspecified)	-5%	2%	0%	0%	-9%	10%	-1%	-2%	18%	10	-24%
CC(C)(C)NC(=O)COC(=O)/C=C/c1ccccc1[N+](=O)[O-]	6%	-15%	-2%	1%	u	-3%	3%	5%	8%	23	-1%
COc1ccccc1C(=O)NCc1ccccn1	-1%	-3%	9%	-1%	0%	8.9µM*	-4%	-7%	13%	8	u
O=C(O)CC1NC(=O)N(c2ccccc2)C1=O (stereo unspecified)	-19%	1%	-2%	-8%	0%	7%	25%	-1%	-4%	x	1%
NNc1nc2c(-c3cccc(C(F)(F)F)c3)nnn2c2ccccc12	x	u	19%	u	-4%	u	u	u	-17%	-2	u
COc1ccccc1OCCCCn1ncc2ccc(OC)c(OC)c2c1=O	x	6%	-6%	-16%	2%	35%	-8%	-1%	-10%	3	0%
CC(C(=O)NCCCc1ccccc1)c1ccc([N+](=O)[O-])cc1 (stereo unspecified)	2%	-1%	-2%	5%	u	15%	10%	-15%	u	-8	u
Nn1c(-c2cccc([N+](=O)[O-])c2)nc2ccccc2c1=O	x	-1%	5%	u	u	16%	0%	-4%	2%	-6	13%

Not all compounds are listed; rates above refer to the full screens.
